# Screening data from PubChem BioAssay.
# HKDC1 inh: HKDC1 hexokinase inhibitors, primary screen, biochemical, fluorescence, uHTS; AID 493160, 2011; Q2TB90; actives 0.16% (n = 340,000); recombinant HKDC1, G6PDH/diaphorase resazurin coupled fluorescence; inhibition, % at 20 µM;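 active = inhibition above about 35% when tested at 20 µM, limit read from the data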;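 also: plate controls were DMSO wells with enzyme for no effect and DMSO wells lacking enzyme for full effect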
# Target sequence (Q2TB90 whole entry, looked up): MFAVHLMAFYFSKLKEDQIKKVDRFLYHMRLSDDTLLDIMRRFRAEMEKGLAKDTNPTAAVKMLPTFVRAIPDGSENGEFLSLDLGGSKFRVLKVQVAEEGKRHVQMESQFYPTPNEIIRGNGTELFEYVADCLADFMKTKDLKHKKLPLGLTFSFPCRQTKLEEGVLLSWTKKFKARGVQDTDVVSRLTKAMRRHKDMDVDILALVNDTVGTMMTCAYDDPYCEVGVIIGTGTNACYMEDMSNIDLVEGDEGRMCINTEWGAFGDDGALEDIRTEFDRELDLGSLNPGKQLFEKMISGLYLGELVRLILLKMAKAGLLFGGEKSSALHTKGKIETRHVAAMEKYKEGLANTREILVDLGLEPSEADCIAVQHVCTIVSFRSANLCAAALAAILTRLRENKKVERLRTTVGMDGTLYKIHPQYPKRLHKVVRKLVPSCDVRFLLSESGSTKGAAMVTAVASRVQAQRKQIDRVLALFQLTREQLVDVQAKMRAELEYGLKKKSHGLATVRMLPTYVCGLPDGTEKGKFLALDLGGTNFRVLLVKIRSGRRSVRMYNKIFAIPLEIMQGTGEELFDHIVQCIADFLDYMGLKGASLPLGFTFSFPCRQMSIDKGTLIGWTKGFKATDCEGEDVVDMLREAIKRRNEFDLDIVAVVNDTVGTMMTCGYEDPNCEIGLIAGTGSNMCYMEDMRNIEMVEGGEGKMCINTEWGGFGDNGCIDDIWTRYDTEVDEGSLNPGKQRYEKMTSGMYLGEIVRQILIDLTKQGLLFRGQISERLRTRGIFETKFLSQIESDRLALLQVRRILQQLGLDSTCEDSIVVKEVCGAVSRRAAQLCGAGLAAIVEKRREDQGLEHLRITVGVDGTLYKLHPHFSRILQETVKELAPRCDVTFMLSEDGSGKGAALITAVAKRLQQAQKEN
#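 Assay system – recombinant HKDC1 (HK5) hexokinase enzyme, produced in-house · Input – HKDC1 at 5 µg/mL · Reagent – glucose plus 1 mM ATP as hexokinase substrates · Timing – 90 min reaction incubation at room temperature, dark · Measured by – G6PDH/diaphorase-coupled fluorescence, 1 mM NADP, 100 µM resazurin, 525/613 nm · Benchmarks – DMSO-enzyme wells negative, buffer-substituted wells positive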
# 697 NFkB inh: inhibitors of PMA/ionomycin-induced NF-kB reporter, 697 cells, primary screen, B-cell NF-kB inhibitor project, cell-based, luminescence, uHTS | 697 B-cell NF-kB luciferase reporter, 16 h | inhibition, % at 4 µM | actives 0.33% (n = 330,000); in the data active = inhibition above about 35%
# Gli-Sufu block: Gli-Sufu pathway antagonists, primary screen, luciferase luminescence, Sufu-KO-LIGHT cells, uHTS | actives 0.74% (n = 340,000) | inhibition, % at 5 µM | AID 588413, 2011 | Sufu-KO-LIGHT fibroblasts, Gli luciferase reporter luminescence;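 active = inhibition above about 55%, limit read from the data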;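 also: 0% = DMSO-treated cells and 100% = wells with medium but no cells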
# SENP8 block: SENP8 protease inhibitors, primary screen, biochemical, luminescence; purified SENP8, Z-RLRGG-aminoluciferin cleavage; inhibition, % at 10 µM; actives 1.2% (n = 330,000); AID 2540, 2010
# SENP7 inh: SENP7 protease inhibitors, primary screen, biochemical, luminescence, uHTS; Sentrin-specific protease 7 (Homo sapiens), Q9BQF6; recombinant SENP7, Z-RLRGG-aminoluciferin luminescence, 40 min; inhibition, % at 5 µM; actives 1.5% (n = 330,000); AID 434973, 2010;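 active = inhibition above about 50% at the single test dose, limit read from the data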;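 also: plate controls were DMSO with enzyme for no effect and no enzyme buffer wells for full effect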
# Apaf1 inhib: inhibitors of human Apaf-1 apoptosome, primary screen, biochemical, DEVD-Rh110 fluorescence, uHTS. inhibition, % at 20 µM. actives 0.71% (n = 330,000). reconstituted apoptosome caspase-3 activity. Apoptotic protease-activating factor 1 (Homo sapiens), O14727. AID 489030, 2010; active = inhibition of at least 40% at 20 µM;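 also: plate controls were DMSO wells for no effect and DEVD-CHO caspase inhibitor wells for full effect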
#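 Medium: Hepes buffer, pH 7.5 / System: biochemical Apaf-1 apoptosome reconstitution / Measured by: Rh110 fluorescence, excitation 480 nm, emission 540 nm / Times: compound with Apaf-1, dATP, procaspase-3 30 min, then 50 min reaction, room temperature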
# Jurkat NFkB inh: inhibitors of induced NF-kB luciferase reporter, primary screen, TCR NF-kB activation inhibitor project, cell-based, luminescence, uHTS | AID 435003, 2010 | actives 0.53% (n = 330,000) | inhibition, % at 4 µM | Jurkat, PMA/ionomycin-induced NF-kB luciferase reporter
# UBC13 inh: UBC13 polyubiquitin chain formation inhibitors, primary screen, biochemical, TR-FRET, uHTS; inhibition, % at 20 µM; AID 485273, 2010; actives 0.47% (n = 330,000); Ubiquitin-conjugating enzyme E2 N (Homo sapiens), P61088; in the data active = inhibition above about 45%, passing the limit was not always enough
# Target sequence (P61088 whole entry, looked up): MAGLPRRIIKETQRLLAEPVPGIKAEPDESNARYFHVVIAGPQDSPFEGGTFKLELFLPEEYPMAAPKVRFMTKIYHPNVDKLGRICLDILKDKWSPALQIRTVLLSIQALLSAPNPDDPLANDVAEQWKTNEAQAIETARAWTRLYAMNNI
# Numbers without * were called inactive; · = not tested or not shown. Rule as the data show it, unless noted: active = inhibition above about 50%; inactive = the rest.
no.	Compound	HKDC1 inh	697 NFkB inh	Gli-Sufu block	SENP8 block	SENP7 inh	Apaf1 inhib	Jurkat NFkB inh	UBC13 inh
1	COC(=O)c1cn(NC(=O)C2COc3ccccc3O2)c(=O)c2ccccc12 (stereo not given)	1	7	-2	0	-3	7	-5	12
2	CCOc1ccccc1N1CC(C(=O)Nc2c(C)n(C)n(-c3ccccc3)c2=O)CC1=O (stereo not given)	-3	13	-10	7	0	-14	8	6
3	CN(c1ccccc1)c1nc(N)c(C#N)c(CC#N)c1C#N	-3	-4	-3	-18	-11	0	5	-4
4	COc1ccc(/C=N/N2CCOCC2)cc1OCc1ccccc1	-5	11	2	-8	-5	-4	4	-13
5	Cc1ccc(C(C)NC(=S)NC2CCCCC2)cc1C (stereo not given)	·	-23	·	5	-4	10	6	8
6	Nc1nc(N)c(N=Nc2ccc(Cl)cc2)c(=O)[nH]1	-8	4	13	1	0	-18	-5	1
7	CCOC(=O)N1CCN(C(=O)CN2C(=O)c3ccccc3S2(=O)=O)CC1	-8	15	14	7	-6	-3	3	6
8	COCCn1c(SCc2ccc(OC)c(F)c2)nnc1-c1ccncc1	-6	-5	0	2	-1	23	3	-1
9	Clc1ccc(-n2cc(COCc3ccccc3)nn2)cc1	-5	-103	-78	0	2	4	-55	3
10	COc1ccc(S(=O)(=O)NCc2ccncc2)cc1OC	-13	-42	7	4	9	-14	12	0
11	CCN(CC(=O)N1CCOCC1)S(=O)(=O)c1ccccc1	-5	10	-18	18	2	-2	11	4
12	O=C(Nc1cccc(F)c1)c1sc(Cl)nc1-c1ccccc1	-7	11	11	-5	3	8	1	7

# (further entries)
no.	Compound	HKDC1 inh	697 NFkB inh	Gli-Sufu block	SENP8 block	SENP7 inh	Apaf1 inhib	Jurkat NFkB inh	UBC13 inh
13	CC1(C(=O)NC(=S)N(Cc2ccccc2)c2ccccn2)CC1(Cl)Cl (stereo not given)	-5	-30	-7	-10	-2	-1	3	-4
14	CSC(=N/N=C(\N)c1cnccn1)SC	19	1	6	-1	-2	-7	-5	6
15	Cc1ccc(NC(=O)C2Cc3ccccc3CN2C(=O)c2ccco2)cc1S(=O)(=O)N(C)C (stereo not given)	-5	-27	10	2	6	6	-4	5
16	COc1ccc(CC(=O)N/N=C(\C)c2cccnc2)cc1	-3	-4	1	-7	12	-11	0	-3
17	Cc1cccc(C(=O)NC(=S)NCc2ccccc2)c1	3	-9	3	2	5	-2	10	6
18	CO/N=C\CC(=O)Nc1ccc(Oc2ccccc2)cc1	-7	-35	15	1	1	-4	42	3
19	C=CCn1c(=O)c2c(nc3n2CC(C)CN3Cc2ccccc2)n(C)c1=O (stereo not given)	-2	2	12	11	-8	7	-4	5
20	Cc1ccc(-c2cc(C(=O)N3CCOCC3)c3ccccc3n2)o1	-2	5	-6	6	7	-1	4	16
21	O=C(CSc1nnc(C2CC2)n1Cc1ccccc1)c1cc2ccccc2o1	3	3	-3	2	0	13	0	1
22	O=C(Cn1cnc2ccccc2c1=O)NCCC(=O)Nc1ccc2c(c1)OCO2	-2	20	24	5	-2	0	9	7
23	CCC(Sc1nc2ncccc2[nH]1)C(=O)NCCc1ccccc1 (stereo not given)	-1	12	-8	5	-4	-3	-1	5
24	CC(=O)Nc1ccc(S(=O)(=O)NC2Cc3ccccc3C2)cc1	-5	4	3	0	-14	0	7	7

# New compounds follow.
no.	Compound	HKDC1 inh	697 NFkB inh	Gli-Sufu block	SENP8 block	SENP7 inh	Apaf1 inhib	Jurkat NFkB inh	UBC13 inh
25	Cc1ccc(C(=O)CCNc2cccc(Br)c2)o1	-3	0	-11	-15	-7	14	13	-2
26	CCCCCOC(=O)Nc1ccc(S(=O)(=O)Nc2cccc([N+](=O)[O-])c2)cc1	1	-6	0	3	-12	-2	-8	-8
27	CC(O)c1cccc(NC(=O)Cc2cccc3ccccc23)c1 (stereo not given)	·	-8	·	4	-10	-15	1	4
28	COc1cc(/C=C2/SC(=S)N(CC(=O)O)C2=O)ccc1OC(=O)c1ccco1	1	21	14	-5	-1	6	-7	-13
29	Cc1ccc(C(=O)O/N=C\c2ccc(N3CCOCC3)c([N+](=O)[O-])c2)cc1	7	-16	0	-15	-3	-3	3	-7
30	CCOCCCNC(=O)CN(Cc1ccc(Cl)cc1)S(C)(=O)=O	-3	14	-6	8	-1	-3	7	1
31	O=C(/C=C/c1ccc(F)cc1)NC(=S)NC1CCCCC1	-7	9	-9	2	-2	-13	-10	4
32	COc1ccc(CN(Cc2nc3ccccc3c(=O)[nH]2)C(=O)NC2CCCCC2)cc1	1	15	-2	4	1	1	0	-8
33	Cc1cccc(N(CC(=O)NCCc2ccccc2)C(=O)CCC(=O)Nc2ccccn2)c1C	-2	10	-1	3	-6	19	-13	9
34	O=C(CSc1cccc(C(F)(F)F)c1)NC(=O)c1ccccc1	6	13	4	7	1	10	14	-5
35	Cc1cc(/C=N/n2cnnc2)c(C)n1-c1ccccc1	-6	-8	-1	6	-3	0	-10	4
36	Cc1ccccc1OCC(O)Cn1c(Br)nc2c1c(=O)[nH]c(=O)n2C (stereo not given)	-13	7	-1	4	10	-4	8	8

# (list continues)
no.	Compound	HKDC1 inh	697 NFkB inh	Gli-Sufu block	SENP8 block	SENP7 inh	Apaf1 inhib	Jurkat NFkB inh	UBC13 inh
37	CCN(CC)S(=O)(=O)N1CCN(S(=O)(=O)N2CCOCC2)CC1	-13	7	-4	-7	-4	0	3	2
38	COc1ccc(OC)c(NC(=O)CN(Cc2ccc(Cl)cc2)S(C)(=O)=O)c1	-7	-8	5	2	-8	9	-8	-9
39	COc1cccc(-n2ccnc2SCC(=O)NCc2ccccc2)c1	0	-8	3	4	-2	4	7	6
40	CC(OC(=O)CC1CCCCC1)C(=O)Nc1ccc(F)cc1 (stereo not given)	-1	-13	-3	-4	-10	4	4	-4
41	COc1cc(C2CC(=O)Oc3cc(C)cc(C)c32)cc(OC)c1OC (stereo not given)	1	15	1	·	1	10	·	·
42	O=C(Nc1nnc(S(=O)(=O)N2CCCCCC2)s1)c1ccc(Br)cc1	-1	-7	16	-13	-7	8	-16	-2
43	COc1ccccc1CNC(=O)c1cc(S(=O)(=O)N2CCOCC2)cn1C	-8	10	1	8	-1	-4	8	9
44	COC(=O)C(NNc1ccccc1C)(NC(=O)c1ccc(F)cc1)C(F)(F)F (stereo not given)	0	7	2	4	2	6	10	4
45	CCOC(=O)CSc1ncc(OC)c(=O)[nH]1	-7	2	5	-4	-1	1	3	4
46	C=CCc1c(C)[nH]c(=O)[nH]c1=O	18	12	-4	-4	6	-5	-8	4
47	CCOC(=O)N(C)c1ccc(C(O)(C(F)(F)F)C(F)(F)F)cc1	4	-28	-4	-16	-11	4	6	1
48	CCc1ccc(N=CC2=C(O)CC(c3ccco3)CC2=O)cc1 (stereo not given)	11	-1	8	-21	4	8	-6	-11

# Remaining list, next part:
no.	Compound	HKDC1 inh	697 NFkB inh	Gli-Sufu block	SENP8 block	SENP7 inh	Apaf1 inhib	Jurkat NFkB inh	UBC13 inh
49	Cc1ccc(-c2cn(S(=O)(=O)c3ccc(C)cc3)nc2N)cc1	3	16	2	0	4	1	4	6
50	CN(C)S(=O)(=O)Oc1ccc(C(=O)Nc2cccc(Cl)c2)cc1	-7	-47	-30	70*	75*	9	-125	-13
51	CN(C)C(=O)c1ccc(NC(=O)c2ccccc2-c2ccccc2)cc1	-5	-3	0	-5	-1	-12	5	1
52	CS(=O)(=O)N(CC(=O)N1CCCCC1)C1CCCCC1	-4	18	1	0	5	1	-2	8
53	COC(=O)c1ccccc1C(=O)N1CC(O)CO1 (stereo not given)	-3	16	-4	1	6	-1	8	6
54	O=C1COc2ccc(S(=O)(=O)N3CCN(c4ccccc4)CC3)cc2N1	-6	12	-10	5	0	-6	-10	-3
55	C=CCN(CC=C)CC(=O)Nc1cccc(Oc2cnccn2)c1	-3	12	32	3	4	-3	6	7
56	Nc1[nH]nc2nc(N3CCCC3)nc(-c3ccccc3)c12	1	11	-8	-5	6	6	2	-1
57	COc1ccc(Nc2ncnc3sc(C)cc23)cc1	6	-35	-73	-16	-3	1	-31	8
58	COC(=O)c1sc(N2C(=O)C(O)=C(C(=O)c3ccc(C)o3)C2c2ccc(F)cc2)nc1C (stereo not given)	-2	8	-5	-1	4	-4	9	3
59	O=S(=O)(NCC1CCCO1)c1ccc2ccccc2c1 (stereo not given)	-2	-12	2	-4	-3	-10	-21	-2
60	COCCNC(=O)C1=C(N)C(C(=O)Nc2ccc(C)c(S(=O)(=O)N3CCCCC3)c2)SC1=Nc1ccc(C)cc1C (stereo not given)	-4	-19	-16	-3	-5	20	1	-31

# Following part:
no.	Compound	HKDC1 inh	697 NFkB inh	Gli-Sufu block	SENP8 block	SENP7 inh	Apaf1 inhib	Jurkat NFkB inh	UBC13 inh
61	O=C(NCS(=O)(=O)c1ccccc1)c1ccccc1	-1	20	-2	-2	3	6	3	4
62	O=C(OCc1ccccc1)/C(=C/c1cccc(Br)c1)NC(=O)c1ccco1	0	7	2	1	-1	15	9	4
63	COc1ccccc1Cc1nc2ccccc2n1S(=O)(=O)c1ccc(Cl)cc1	-9	1	2	-1	1	1	2	7
64	COc1ccc(C(=O)NCc2nnc(SC)n2C2CCCCC2)cc1	-7	-23	-2	-15	-9	9	-42	-2
65	COCCNC(=O)Cn1nc(C(F)(F)F)c(Br)c1C	-3	1	-3	3	11	-24	1	-5
66	CN(C)c1ccc(/C=C/C(=O)c2ccc3c(c2)OCCO3)cc1[N+](=O)[O-]	1	2	-3	-17	-14	23	9	-45
67	CCOc1cc(N2CCOCC2)c(OCC)cc1NC(=O)c1ccc(C)s1	-7	0	9	1	5	2	-11	-7
68	Cc1noc(C)c1COc1ccc(C(=O)N(C)CCOc2ccccc2)cc1	-1	-16	3	-12	-1	11	-9	2
69	Cc1ccc(Cn2c(SCC(=O)NCC3CCCO3)nc3c2c(=O)n(C)c(=O)n3C)cc1 (stereo not given)	-3	21	8	5	-5	-10	4	-11
70	CC[C@@H](C)C(NC(=O)OC(C)(C)C)c1cn([C@@H](CCC(=O)OC(C)(C)C)C(=O)N2CCN(C(=O)OC(C)(C)C)CC2)nn1 (stereo not given in full)	3	1	12	-3	-5	12	16	2
71	COc1ccc(-c2nc(NC3=NCCCCC3)sc2C)cc1	3	2	2	-11	-5	8	-12	1
72	COc1ccc(CCNC(=O)CSc2nc3ncccc3[nH]2)c(OC)c1	-4	-9	-6	-6	4	0	-4	3

# Remaining list, next part.
no.	Compound	HKDC1 inh	697 NFkB inh	Gli-Sufu block	SENP8 block	SENP7 inh	Apaf1 inhib	Jurkat NFkB inh	UBC13 inh
73	Cc1cc(=O)n2[nH]c(CCC(=O)O)nc2n1	-5	22	2	0	2	-7	4	15
74	CCCC1(C(=O)OCC)NC(c2ccc(OC)cc2OC)C2C(=O)N(c3ccccc3)C(=O)C21 (stereo not given)	-4	5	0	-2	-1	-14	0	-5
75	CC(C)=CCC12Oc3cc(O)ccc3C1(O)Oc1cc3c(c(O)c1C2=O)C=CC(C)(C)O3 (stereo not given)	1	4	2	-6	-4	15	-4	2
76	CN(C)c1ccc(C(CNC(=O)c2cccs2)N(C)C)cc1 (stereo not given)	0	-14	-9	-6	-6	0	-9	-5
77	CC(=O)c1cccc(S(=O)(=O)N2CCN(CCOc3ccccc3)CC2)c1	-9	-4	-9	-4	2	9	-4	-3
